Source: PubChem
STAT3 activator: IL-6 driven STAT3 reporter potentiators, primary screen, U3A cells, luciferase, luminescence, MLSCN library; 190,000 tested, 0.91% active; IL-6 STAT3-luciferase reporter; 100% = signal with IL-6 EC80 alone; AID 871, 2007; activation (% of control), % at 5.6 µM;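 active = activation above the screen-wide mean of compound activation plus 3 SD, cut at about 130% in these data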;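 also: 0% = background luminescence of wells with medium and substrate only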
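Material: STAT1-lacking human U3A cells, STAT3 luciferase reporter | Benchmarks: IL-6-only wells as 100% reference | Probe or stimulus: IL-6 (33 ng/mL) | Timing: Compound 1 h, then IL-6 6 h at 37 °C | Detection: Luminescence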
PPARg SRC-1 ag: PPARgamma agonists recruiting SRC-1 coactivator, primary screen, biochemical | Peroxisome proliferator-activated receptor gamma (Homo sapiens), P37231 | PPARgamma-SRC-1 coactivator recruitment biochemical assay | activation, % at 8 µM | 200,000 tested, 0.41% active; in the data active = activation above about 19%;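 also: 0% = DMSO and 100% = reference agonist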
STAT1 inh: STAT1 signaling inhibitors, primary screen, cell-based, HTS, luciferase reporter | NIH 3T3 STAT1-luciferase reporter, IFN-gamma, luminescence | inhibition, % at 5.5 µM | 200,000 tested, 0.35% active | AID 920, 2007;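 active = inhibition above a set limit, the mean inhibition across all tested compounds plus 3 SD, cut at about 34% in these data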;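 also: 0% = IFN-gamma with DMSO and 100% = IFN-gamma with 300 µM nifuroxazide; values of inactives mirror those of a sister screen read the other way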
TNAP act hi DEA: TNAP activators at high phosphate acceptor level, primary screen, biochemical, luminescence, uHTS | 200,000 tested, under 10 active | activation factor at 20 µM | AID 1136, 2008 | purified TNAP, CDP-star luminescence, 1 M DEA, 30 min; active compounds read high; 0 = EDTA background, 1 = DMSO-only activity | Alkaline phosphatase, tissue-nonspecific isozyme (Homo sapiens), P05186;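 active = activation factor at least 2 at 20 µM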
Target sequence (P05186 whole entry, looked up): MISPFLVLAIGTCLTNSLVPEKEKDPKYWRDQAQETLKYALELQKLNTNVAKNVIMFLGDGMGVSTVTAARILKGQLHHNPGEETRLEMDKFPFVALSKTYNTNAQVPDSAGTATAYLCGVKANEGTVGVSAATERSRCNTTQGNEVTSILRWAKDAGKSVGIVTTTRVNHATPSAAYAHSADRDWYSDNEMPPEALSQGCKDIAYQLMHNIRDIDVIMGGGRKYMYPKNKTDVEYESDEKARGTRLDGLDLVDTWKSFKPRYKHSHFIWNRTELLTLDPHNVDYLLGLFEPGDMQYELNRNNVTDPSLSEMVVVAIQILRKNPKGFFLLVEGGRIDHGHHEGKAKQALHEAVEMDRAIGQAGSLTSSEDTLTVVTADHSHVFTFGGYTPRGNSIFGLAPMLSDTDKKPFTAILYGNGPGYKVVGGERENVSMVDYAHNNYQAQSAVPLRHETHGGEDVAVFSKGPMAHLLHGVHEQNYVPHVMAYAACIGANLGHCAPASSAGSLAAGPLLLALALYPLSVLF
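Assay system: human TNAP; Input: enzyme diluted 1/800 final; Reagent: CDP-star luminogenic substrate at 100 µM final; Timing: 30 min, room temperature; Signal: luminescence; Evaluation: TNAP activation factor scaled between EDTA and DMSO control wells.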
bIAP inh: bovine intestinal alkaline phosphatase inhibitors, primary screen, selectivity assay for TNAP inhibitor project, biochemical, bovine IAP, CDP-star luminescence. alkaline phosphatase, intestinal [Bos taurus]. 190,000 tested, under 10 active. purified bovine IAP, 30 min. inhibition, % at 20 µM;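 active = over 50% inhibition of intestinal alkaline phosphatase at 20 µM in the single-dose screen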
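System: Purified bovine intestinal alkaline phosphatase (IAP) enzyme | Input: IAP diluted 1/65,000,000 in the well | Also added: CDP-star chemiluminescent phosphatase substrate, 30 µM final | Dosing: 20 µM single dose | Times: Enzyme reaction for 30 min at room temperature | Detection: Luminescence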
PPARg SRC-3 ag: PPARgamma agonists recruiting SRC-3 coactivator, primary screen, biochemical; Peroxisome proliferator-activated receptor gamma (Homo sapiens), P37231; biochemical PPARgamma/SRC-3 coactivator recruitment assay; activation, % at 8 µM; 200,000 tested, 0.26% active; AID 731, 2007; in the data active = activation above about 23%;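 also: 0% = DMSO and 100% = reference agonist; some compounds past the cut are filed as inactive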
ROMK mod: ROMK potassium channel modulators, primary screen, cell-based, thallium flux, MLSMR library; Tet-inducible ROMK, thallium flux fluorescence; actives lie on both sides; AID 1918, 2009; ATP-sensitive inward rectifier potassium channel 1 (Homo sapiens), P48048; 130,000 tested, 2% active; B-score at 10 µM;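 active = signal ratio slope over the read window, or its plate-corrected B-score, at least 3 SD from the plate mean, either direction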;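 also: B-score of the F/F0 ratio slope over 7 to 12 s after thallium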
Target sequence (P48048 whole entry, looked up): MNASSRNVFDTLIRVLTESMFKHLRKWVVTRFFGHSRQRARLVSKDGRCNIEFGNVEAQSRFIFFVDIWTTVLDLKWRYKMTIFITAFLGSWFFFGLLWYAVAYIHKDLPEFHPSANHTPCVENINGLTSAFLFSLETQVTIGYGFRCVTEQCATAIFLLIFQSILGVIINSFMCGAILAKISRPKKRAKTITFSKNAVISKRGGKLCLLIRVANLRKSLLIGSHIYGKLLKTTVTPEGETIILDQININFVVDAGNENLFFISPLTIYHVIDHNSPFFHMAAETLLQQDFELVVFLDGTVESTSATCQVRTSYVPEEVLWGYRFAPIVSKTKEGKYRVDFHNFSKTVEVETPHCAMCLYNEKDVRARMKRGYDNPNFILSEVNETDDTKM
SRC2 TRFRET art: TR-FRET signal artefacts, primary screen, artefact control for PPARgamma SRC-2 agonist project, biochemical. TR-FRET artefact counter-screen; active compounds read high. TR-FRET ratio at 8 µM. 200,000 tested, 0.4% active. AID 1049, 2008; in the data active = TR-FRET ratio above about 2000; also: inactives centre near 1500
PPARg SRC2 recr: agonists of PPARg-SRC-2 recruitment, primary screen, biochemical, HTS | activation, % at 8 µM | 200,000 tested, 0.34% active | Peroxisome proliferator-activated receptor gamma (Homo sapiens), P37231 | PPARgamma LBD-SRC-2 recruitment; in the data active = activation above about 22%;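 also: 0% = vehicle and 100% = reference agonist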
bIAP act: bovine intestinal alkaline phosphatase activators, primary screen, biochemical, bovine IAP, CDP-star luminescence | alkaline phosphatase, intestinal [Bos taurus] | activation factor at 20 µM | purified bovine IAP, 30 min; active compounds read high; fold of DMSO-control signal, blank-subtracted | 200,000 tested, 0.17% active;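 active = activation factor of 2 or more at 20 µM, a signal rise over negative controls twice the positive control's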
STAT3 blocker: IL-6 driven STAT3 reporter inhibitors, primary screen, U3A cells, luciferase, luminescence, MLSCN library; 190,000 tested, 0.89% active; inhibition, % at 5.5 µM; IL-6 STAT3-luciferase reporter; host cell line lacks STAT1;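 active = inhibition above the mean inhibition across all screened compounds plus 3 SD, cut at about 44% in these data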;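 also: 0% = DMSO only wells and 100% = 100 µM nifuroxazide control wells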
* = called active by the depositor; i = inactive; . = no result given.

SMILES | STAT3 activator | PPARg SRC-1 ag | STAT1 inh | TNAP act hi DEA | bIAP inh | PPARg SRC-3 ag | ROMK mod | SRC2 TRFRET art | PPARg SRC2 recr | bIAP act | STAT3 blocker
COc1cccc(C2/C(=C(/O)c3ccc(F)cc3)C(=O)C(=O)N2CCN(C)C)c1 (centres undefined) | 100 | -2 | -6 | 1 | 3 | -7 | 0.00084 | 1282 | 1 | 1 | 0
COc1cccc(-c2nn3c(-c4cc(C)[nH]n4)nnc3s2)c1 | 82 | 0 | -17 | 1.1 | -2 | -14 | . | 1573 | -11 | 1 | 25
O=C(NCc1ccc(Cl)cc1)c1ccc(COCC(F)(F)F)o1 | 105 | 8 | 3 | 1 | 16 | 3 | . | 1531 | 3 | 0.8 | 0
CCOc1cc(/C=C(/C#N)c2nc3ccccc3[nH]2)ccc1Oc1ccc([N+](=O)[O-])cn1 | 81 | -5 | 2 | 1 | 15 | 10 | . | 1434 | 6 | 0.8 | 30
COc1cc(CNC(C)(C)CO)ccc1OCC(=O)Nc1ccc(Br)cc1 | 108 | 10 | 9 | 1 | 0 | 9 | . | 1548 | 9 | 1 | -4
O=C(N/N=C/C(c1ccccc1)c1ccccc1)c1ccccc1F | 100 | 9 | -4 | 1 | -1 | 0 | -0.014 | 1705 | 2 | 1 | 5
CCn1c(=O)cc(OCC(=O)N2CCCC2)c2ccccc21 | 89 | 9 | 6 | 1.1 | 6 | 4 | . | 1703 | 2 | 0.9 | 18
CS(=O)(=O)N(Cc1ccc(C(=O)N2CCc3ccccc3C2)cc1)c1ccccc1 | 99 | 2 | 8 | 1 | -5 | 1 | -0.54 | 1447 | -1 | 1 | 3
Cc1cc(C)c2nc(SC(C)C#N)cc(C)c2c1 (centres undefined) | 92 | -1 | -6 | 1.1 | 11 | -2 | 1.1 | 1532 | 4 | 0.9 | 10
CC1=NN(c2ccc(Cl)c(C(=O)O)c2)C(=O)/C1=C\c1ccc(-c2ccc(C(=O)O)cc2)o1 | 102 | 2 | -1 | 1 | -22 | 3 | 1.4 | 1551 | 3 | 1.2 | 2
O=c1c2ccccc2nc(SCCN2CCCCC2)n1CCc1ccccc1 | 105 | -1 | -1 | 1.1 | 17 | -6 | -1.6 | 1588 | 5 | 0.8 | -4
CCC1CCCCN1C(=O)CSc1nnc(CNC(=O)c2ccco2)o1 (centres undefined) | 105 | 0 | 0 | 1 | 11 | -1 | 0.21 | 1434 | 7 | 0.9 | -8
N#Cc1ccc(CSc2nnc(-c3ccccn3)n2-c2ccccc2)cc1 | 105 | -5 | -2 | 1 | 7 | -6 | . | 1532 | -6 | 0.9 | 0
Cn1c(SCc2c(F)cccc2Cl)nc2c(c1=O)SCC2 | 91 | -2 | 15 | 1 | -3 | -2 | . | 1304 | 2 | 1 | 11
CCOc1cccc(/C(O)=C2/C(=O)C(=O)N(CCN3CCOCC3)C2c2ccncc2)c1 (centres undefined) | 106 | 8 | -14 | 1.1 | -2 | 5 | 0.83 | 1596 | 9 | 1 | -5
CC1(C)CC(=O)C2=C(C1)Nc1ccccc1NC2c1cccs1 (centres undefined) | 106 | -3 | -4 | 1.1 | 6 | 1 | -0.88 | 1437 | 2 | 0.9 | -5
C/C(O)=C\c1nc(=O)c2c(C)cc(C)nc2n1-c1ccccc1 | 102 | -3 | 5 | 1 | 6 | 9 | 0.05 | 1549 | 1 | 0.9 | 2
O=c1c(Oc2ccccc2F)coc2cc(OCc3cnn(-c4ccccc4)c3)ccc12 | 87 | 0 | 2 | 0.9 | 17 | 3 | -0.53 | 1529 | 5 | 0.8 | 18
CC1CC(C)(C)N2C(=O)C3(Nc4ccccc4S3)c3cccc1c32 (centres undefined) | 107 | -3 | 6 | 1 | 10 | -1 | 0.98 | 1552 | -1 | 0.9 | -1
Clc1ccc(COn2nnc3ccccc32)c(Cl)c1 | 85 | 4 | -49 | 1 | 8 | -5 | -0.82 | 1763 | 2 | 0.9 | 20
CCOC(=O)CSCC(NC(=O)OC(C)(C)C)C(=O)OCC (centres undefined) | 101 | 2 | 0 | 1 | 0 | -6 | . | 1705 | 4 | 1 | 10
Cc1ccc(C(=O)NCCN2C3=NC[C@@H](Cc4ccccc4)N3C[C@H]2Cc2ccc(O)cc2)cc1Br | . | 3 | 4 | 1 | -8 | -2 | . | 1514 | -9 | 1.1 | .
CN(CCO)CC(O)Cn1cnc2c1c(=O)n(C)c(=O)n2C (centres undefined) (tested in a mixture with another compound) | 96 | i | 1 | 1.1 | -8 | i | . | i | i | 1.1 | 7
O=C(Nc1cccc(O)c1)c1cnn2cccnc12 | 97 | 3 | -20 | 1.1 | 5 | -6 | 1.4 | 1658 | 9 | 1 | 4
CCN(C(=O)Cc1c(C(=O)O)[nH]c2ccccc12)c1cc(OC)ccc1OC | 107 | 5 | 9 | 1 | 13 | 15 | . | 1574 | 3 | 0.9 | -2

Reprinted at random: four compounds from above, in no set order.
SMILES | STAT3 activator | PPARg SRC-1 ag | STAT1 inh | TNAP act hi DEA | bIAP inh | PPARg SRC-3 ag | ROMK mod | SRC2 TRFRET art | PPARg SRC2 recr | bIAP act | STAT3 blocker
Cc1ccc(C(=O)NCCN2C3=NC[C@@H](Cc4ccccc4)N3C[C@H]2Cc2ccc(O)cc2)cc1Br | . | 3 | 4 | 1 | -8 | -2 | . | 1514 | -9 | 1.1 | .
C/C(O)=C\c1nc(=O)c2c(C)cc(C)nc2n1-c1ccccc1 | 102 | -3 | 5 | 1 | 6 | 9 | 0.05 | 1549 | 1 | 0.9 | 2
O=c1c2ccccc2nc(SCCN2CCCCC2)n1CCc1ccccc1 | 105 | -1 | -1 | 1.1 | 17 | -6 | -1.6 | 1588 | 5 | 0.8 | -4
O=c1c(Oc2ccccc2F)coc2cc(OCc3cnn(-c4ccccc4)c3)ccc12 | 87 | 0 | 2 | 0.9 | 17 | 3 | -0.53 | 1529 | 5 | 0.8 | 18

Single records (already shown). Screens in order: STAT3 activator	PPARg SRC-1 ag	STAT1 inh	TNAP act hi DEA	bIAP inh	PPARg SRC-3 ag	ROMK mod	SRC2 TRFRET art	PPARg SRC2 recr	bIAP act	STAT3 blocker
C/C(O)=C\c1nc(=O)c2c(C)cc(C)nc2n1-c1ccccc1 reads 102	-3	5	1	6	9	0.05	1549	1	0.9	2
O=c1c(Oc2ccccc2F)coc2cc(OCc3cnn(-c4ccccc4)c3)ccc12 reads 87	0	2	0.9	17	3	-0.53	1529	5	0.8	18

(listing goes on)
SMILES | STAT3 activator | PPARg SRC-1 ag | STAT1 inh | TNAP act hi DEA | bIAP inh | PPARg SRC-3 ag | ROMK mod | SRC2 TRFRET art | PPARg SRC2 recr | bIAP act | STAT3 blocker
O=C(/C=C/c1ccccc1O)c1ccc(Cl)cc1 | 135* | 0 | 6 | 0.8 | 14 | 8 | . | 1539 | 4 | 0.9 | -34
COc1ccc(C2=NN(C(=O)c3cccs3)C(c3ccccc3OC)C2)cc1OC (centres undefined) | 102 | 2 | 25 | 1 | 0 | -1 | -0.41 | 1295 | -9 | 1 | 2
O=C(NC1CC1)C1=C[C@@H](C2CCCCC2)C[C@@H](OCCCCO)O1 | . | -4 | 17 | 1 | -9 | 1 | . | 1648 | -4 | 1.1 | .
Cc1nc2ccccc2c(=O)n1CCCn1ccnc1 | 102 | 3 | 2 | 0.9 | 18 | 8 | . | 1520 | 10 | 0.8 | 0
COc1ccccc1-n1c(SCC(=O)NC2CCCC2)nc2cccnc21 | 104 | 0 | 4 | 1.1 | 12 | 2 | . | 1613 | 6 | 0.9 | 6
CNC(=O)COC(=O)c1cc2c(C)nn(-c3ccc(F)cc3)c2s1 | 96 | 6 | -4 | 1 | 2 | -2 | . | 1622 | 8 | 1 | 8
CCCNC(=O)C(=O)NCc1ccccn1 | 99 | -11 | 3 | 1 | 4 | -2 | 0.3 | 1332 | -2 | 1 | 8
CCOC(=O)Cn1c(=O)c2c(nc(Br)n2Cc2ccccc2)n(C)c1=O | 100 | 1 | -1 | 1 | -1 | 0 | . | 1543 | 5 | 1 | 10
COc1ccc2cc3cc(C(=O)NCCCN4CCc5ccccc5C4)sc3nc2c1 | 128 | -3 | -34 | 1 | 0 | -6 | 0.54 | 1551 | 10 | 1 | -39
CC1(C)CC(=O)c2cc(C(=O)NCc3ccco3)c(=O)n(-c3ccc(Cl)cc3)c2C1 | 107 | -1 | -2 | 1 | -11 | 1 | . | 1609 | 6 | 1.1 | -4
CC(C)Cn1c(-c2cccs2)nc2ccccc21 | 100 | 2 | -4 | 0.9 | 31 | -18 | -0.43 | 1362 | -9 | 0.7 | -3
O=C1CN(C(=O)COC(=O)c2oc3ccccc3c2COc2ccccc2)c2ccccc2N1 | 100 | 7 | -2 | 1 | -1 | -7 | 0.19 | 1438 | 9 | 1 | 8
C=CCNC(=O)c1c(Cl)cnn1-c1ccc(C)cc1 | 101 | -1 | -45 | 1.1 | -10 | -6 | . | 1420 | -6 | 1.1 | 4
COc1ccc(COC(=O)c2n[nH]c3ccccc23)cc1F | 96 | 0 | -26 | 1 | 8 | 0 | -0.014 | 1574 | 9 | 0.9 | 8
CC(C)(NC(=O)N1CCOCC1)c1cccc(C(C)(C)NC(=O)N2CCOCC2)c1 | 96 | 5 | 2 | . | . | -1 | 0.39 | 1462 | -4 | . | 8
COc1ccc2c(c1)N(C)/C(=C1/SC(=NCc3ccccc3)N(c3ccccc3)C1=O)S2 | 106 | 4 | -9 | 1 | -1 | 8 | . | 1605 | 0 | 1 | -2
CCc1ccccc1N(C(C)=O)c1nc(CN=C=S)cs1 | 102 | 5 | 12 | 1 | 16 | 10 | -0.4 | 1530 | -3 | 0.8 | -2
O=C(CSc1nc2ccccc2s1)NC1CCS(=O)(=O)C1 (centres undefined) | 119 | 8 | -2 | 1 | 6 | 11 | -0.76 | 1649 | 13 | 0.9 | -22
O=C1CCCN1CCCNC(=S)Nc1ccc(Cl)cc1Cl | 99 | 3 | -6 | 1 | 2 | 6 | -0.67 | 1768 | 14 | 1 | 6
